PMI inhibitors – MPI enzyme activity inhibition – biochemical, fluorescence intensity, coupled assay, primary screen (AID 1209) | 190,000 tested, 0.42% active | inhibition, % at 20 µM, or IC50 in µM where a hit was titrated | purified PMI enzyme, coupled fluorescence intensity; higher % means a stronger effect;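 note: plate controls were DMSO vehicle for no effect and wells lacking substrate for full effect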
TNAP activators – stimulation of alkaline phosphatase TNAP activity – biochemical, luminescent, no phosphate acceptor, uHTS, primary screen (AID 1001); 200,000 tested, 0.03% active; activation fold at 20 µM, or EC50 in µM where a hit was titrated; purified TNAP, luminescent activation assay, no phosphate acceptor; higher activation fold means a stronger effect; in the data active = activation fold from about 3, or a potency from the dose series; inactive = the rest, 99 in 100 with activation fold below about 1.6; note: many of its hits are not listed in these tables
LYP inhibition – PTPN22 lymphoid phosphatase activity blockers – biochemical, fluorescence intensity, uHTS (AID 1779); recombinant LYP phosphatase, fluorescence intensity; higher % means a stronger effect; inhibition, % at 11.5 µM, or IC50 in µM where a hit was titrated; 290,000 tested, 0.054% active;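 note: plate controls were vehicle with enzyme for no effect and no enzyme for full effect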
PMI inhibition – MPI inhibition at elevated mannose 6-phosphate – biochemical, fluorescence intensity, high mannose 6-phosphate, primary screen (AID 1220); recombinant PMI enzyme, coupled fluorescence intensity; higher % means a stronger effect; one-dose inhibition, % at 20 µM; IC50 in µM for titrated hits; 190,000 tested, 0.66% active
M17LAP inhibition – P. falciparum M17LAP inhibitors, primary screen, biochemical, fluorogenic H-Leu-NHMec substrate, 1536-well (AID 1619); recombinant M17LAP, H-Leu-NHMec fluorogenic kinetic assay; higher % means a stronger effect; 220,000 tested, 0.38% active; inhibition, % at 30 µM; hits with a dose series show IC50 in µM;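 active = compound inhibiting the enzyme by more than half at any dose during confirmatory dose-response retesting; inconclusive = strong single-dose inhibitors picked by rank but not retested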;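 note: plate controls were full reaction with DMSO carrier for no effect and no enzyme background for full effect; strong numbers were not always called active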
M1AAP inhibition – malaria alanyl aminopeptidase activity blockers – biochemical, fluorogenic H-Leu-NHMec substrate, 1536-well (AID 1445); inhibition, % at 30 µM, or IC50 in µM where a hit was titrated; recombinant M1AAP, H-Leu-NHMec fluorogenic kinetic assay; higher % means a stronger effect; 220,000 tested, 0.42% active;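 active = primary inhibition above the hit cutoff, then over 50% inhibition at one or more dose response concentrations, cut at about 23% in these data, passing the limit was not always enough; inconclusive = conflicting primary data, or primary hits not chosen for dose response; inactive = low primary inhibition, or under 50% at every dose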;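 note: plate controls were DMSO full reaction for no effect and no enzyme background for full effect; strong numbers were not always called active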
XIAP displacement – XIAP antagonists, biochemical, IAP family, fluorescence polarization (AID 1018) | XIAP BIR domain, fluorescence polarization peptide displacement; higher % means a stronger effect | one-dose displacement, % at 20 µM; IC50 in µM for titrated hits | 200,000 tested, 0.007% active; in the data active = displacement above about 50%; note: a part of the inactive calls stands beside numbers as strong as those of hits
Myeloid diff 2 – promotes myeloid progenitor differentiation; ER-HoxA9 myeloid progenitors, lysozyme-GFP differentiation, flow cytometry; calls only at 10 µM; 360,000 tested, 1% active; AID 624256;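 active = normalized GFP-positive differentiation at or above the plate's own cutoff, the solvent-only control mean plus 3 SD; inconclusive = no clear call, values can overlap the other calls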;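 note: cells exposed to compound for four days before flow analysis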
ER stress rescue – rescue of cells from ER stress-induced death, primary screen, 384-well, CSM14.1, thapsigargin, ATP luminescence (AID 1222). CSM14.1 thapsigargin-induced death rescue, ATP luminescence; higher % means a stronger effect. cellular ATP content (survival), % at 20 µM, or EC50 in µM where a hit was titrated. 190,000 tested, under 10 active;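 active = EC50 below 50 µM in the dose-response confirmation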;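 note: death triggered by thapsigargin at about 15 µM added after 2 h compound pretreatment; cell ATP read after overnight thapsigargin exposure of roughly 18 to 22 hours; normalized against plate controls of thapsigargin alone and 5% DMSO vehicle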
Myeloid diff 2 GFP+ MAC1+ % – recorded beside Myeloid diff 2, whose call it bears; GFP+ MAC1+ double positive, %; measured here: differentiation confirmed by MAC1 staining
Numbers without * were called inactive. Cut-off read from the data, not from the text of the source, unless noted: active = inhibition above about 50%; inactive = the rest. The order is random, and some 2.7% of all compounds hit somewhere here.

Screening COc1cc(C2C(C(=O)OC(C)C)=C(C)Nc3ncnn32)cc(OC)c1OC (stereo not drawn) returned PMI inhibitors -2.4%, TNAP activators 1.1, LYP inhibition -4.9%, PMI inhibition 0.7%, M17LAP inhibition -7.2%, M1AAP inhibition 0.5%, XIAP displacement -4.4%, Myeloid diff 2 inconclusive and ER stress rescue -0.6%.
`O=C(OC(C(=O)NCC1CCCO1)c1ccc(F)cc1)c1ccco1` (stereo not drawn) gave PMI inhibitors 4.4%, TNAP activators 1.1, LYP inhibition -0.9%, PMI inhibition -1.1%, M17LAP inhibition 11.5%, M1AAP inhibition -0.2%, XIAP displacement -5.1%, Myeloid diff 2 inactive, ER stress rescue -0.5% and Myeloid diff 2 GFP+ MAC1+ % 1.2.
`CCOC(=O)C1=C(C)N(C)C(=O)NC1c1c(C)nn(-c2ccccc2)c1C` (stereo not drawn) gave PMI inhibitors -0.2%, TNAP activators 1.2, LYP inhibition -4.3%, PMI inhibition 1.3%, M17LAP inhibition -8.2%, M1AAP inhibition 4.0%, XIAP displacement -4.1%, Myeloid diff 2 inactive, ER stress rescue -0.1% and Myeloid diff 2 GFP+ MAC1+ % 1.0.
`CCOc1ccc(N=C(/C(C(=O)C(=O)N2CCOCC2)=C(/O)c2ccccc2)c2ccccc2)cc1` gave LYP inhibition 3.5%, M17LAP inhibition 6.2%, M1AAP inhibition 12.4%, Myeloid diff 2 inactive and Myeloid diff 2 GFP+ MAC1+ % 0.8.
`O=c1cc(CS(=O)(=O)c2ccccc2)nc(-c2ccncc2)[nH]1` gave PMI inhibitors -13.3%, TNAP activators 1.1, LYP inhibition 1.8%, PMI inhibition -6.1%, M17LAP inhibition 56.8%, M1AAP inhibition 2.6%, XIAP displacement -6.8%, Myeloid diff 2 inactive, ER stress rescue -0.9% and Myeloid diff 2 GFP+ MAC1+ % 0.5.
`O=C(NC1CCCC1)C(c1ccsc1)N(C(=O)Cc1cccs1)c1ccc(F)cc1` (stereo not drawn) gave PMI inhibitors -3.6%, TNAP activators 1.1, LYP inhibition -4.7%, PMI inhibition -5.4%, M17LAP inhibition -6.1%, M1AAP inhibition 2.1%, XIAP displacement -2.9%, Myeloid diff 2 inactive, ER stress rescue 3.6% and Myeloid diff 2 GFP+ MAC1+ % 4.7.
`COC(=O)c1cc2c([nH]c3ccccc32)c(C)n1` gave PMI inhibitors -8.0%, TNAP activators 1.1, LYP inhibition -4.1%, PMI inhibition -6.6%, M17LAP inhibition -3.4%, M1AAP inhibition 10.8%, XIAP displacement -1.7% and ER stress rescue -1.1%.
For O=C(CCSc1nnc2ccccn12)Nc1ccc(F)cc1 the results were PMI inhibitors 13.9%, TNAP activators 1.2, LYP inhibition -15.4%, PMI inhibition 7.1%, M17LAP inhibition 11.0%, M1AAP inhibition 12.6%, XIAP displacement -3.2%, Myeloid diff 2 inactive, ER stress rescue -1.4% and Myeloid diff 2 GFP+ MAC1+ % 1.0.
Screening Cc1[nH]c2ccccc2c1C(Nc1nccs1)c1ccncc1 (stereo not drawn) returned PMI inhibitors 5.1%, TNAP activators 1, LYP inhibition -3.5%, PMI inhibition -2.4%, M17LAP inhibition -5.7%, M1AAP inhibition 1.6%, XIAP displacement -4.8%, Myeloid diff 2 inactive, ER stress rescue 1.9% and Myeloid diff 2 GFP+ MAC1+ % 0.4.
For COc1ccc2oc(-c3cccc(NC(=O)CSc4ccc(Cl)cc4)c3)nc2c1 the results were PMI inhibitors 8.6%, TNAP activators 1, LYP inhibition -3.3%, PMI inhibition 1.4%, M17LAP inhibition 8.8%, M1AAP inhibition 2.9%, XIAP displacement -2.1%, Myeloid diff 2 inactive, ER stress rescue 0.2% and Myeloid diff 2 GFP+ MAC1+ % 0.7.
For CC(C)CCNC(=O)C(c1ccncc1)N(CC1CCCO1)C(=O)Cn1nnc(-c2ccc(F)cc2)n1 (stereo not drawn) the results were PMI inhibitors 7.2%, TNAP activators 1.1, LYP inhibition -7.2%, PMI inhibition 8.1%, M17LAP inhibition 3.1%, M1AAP inhibition 1.8%, XIAP displacement -17.5%, Myeloid diff 2 inactive, ER stress rescue 4.5% and Myeloid diff 2 GFP+ MAC1+ % 0.1.
`Cc1cc(-n2nc(C)cc2C)nc(NS(=O)(=O)c2ccccc2)n1` gave PMI inhibitors -3.3%, TNAP activators 1.1, LYP inhibition -2.4%, PMI inhibition -8.2%, M17LAP inhibition 2.7%, M1AAP inhibition -0.4%, XIAP displacement -6.0%, Myeloid diff 2 inactive, ER stress rescue 0.5% and Myeloid diff 2 GFP+ MAC1+ % 0.8.
Screening COC(=O)C1=C(C)N(C)C(=O)NC1c1ccc(O)c(Cl)c1 (stereo not drawn) returned PMI inhibitors 3.5%, TNAP activators 1.1, LYP inhibition -1.6%, PMI inhibition 3.8%, M17LAP inhibition 2.5%, M1AAP inhibition 0.5%, XIAP displacement -3.4%, Myeloid diff 2 inactive, ER stress rescue 0.9% and Myeloid diff 2 GFP+ MAC1+ % 0.3.
For Cc1cccc(NC(=O)CSc2nc(C)nc3c2c(=O)n(C)c(=O)n3C)c1 the results were PMI inhibitors 3.8%, TNAP activators 1, LYP inhibition -6.0%, PMI inhibition 8.2%, M17LAP inhibition 7.4%, M1AAP inhibition 0.8%, XIAP displacement -3.4%, Myeloid diff 2 inactive, ER stress rescue -1.3% and Myeloid diff 2 GFP+ MAC1+ % 2.7.
For COc1cc(NC(=O)CSc2nnc(C)s2)cc(OC)c1 the results were PMI inhibitors 9.3%, TNAP activators 1, LYP inhibition -4.8%, PMI inhibition 9.7%, M17LAP inhibition 7.8%, M1AAP inhibition 5.9%, XIAP displacement -1.7%, Myeloid diff 2 inactive, ER stress rescue -1.1% and Myeloid diff 2 GFP+ MAC1+ % 1.0.
Screening O=C(N/N=C/c1cn(-c2cccs2)nc1-c1ccccc1)c1ccc(O)cc1 returned PMI inhibitors 11.1%, TNAP activators 1.1, LYP inhibition 0.3%, PMI inhibition 17.1%, M17LAP inhibition -10.3%, M1AAP inhibition 4.3%, XIAP displacement -3.3%, Myeloid diff 2 inactive, ER stress rescue -1.9% and Myeloid diff 2 GFP+ MAC1+ % 0.3.
CCn1c(=O)n(CCc2ccccc2)c(=O)c2c3c(sc21)CCCC3 was read as PMI inhibitors 6.6%, TNAP activators 1.1, LYP inhibition -0.3%, PMI inhibition 3.1%, M17LAP inhibition -6.2%, M1AAP inhibition -1.2%, XIAP displacement 0.3%, Myeloid diff 2 inactive, ER stress rescue -0.3% and Myeloid diff 2 GFP+ MAC1+ % 1.6.
Screening CCOc1ccc(C(=O)NCC2CCCO2)cc1OCC (stereo not drawn) returned PMI inhibitors 5.7%, TNAP activators 1, LYP inhibition -8.6%, PMI inhibition 9.0%, M17LAP inhibition 14.0%, M1AAP inhibition -0.6%, XIAP displacement 25.4%, Myeloid diff 2 inactive, ER stress rescue 1.3% and Myeloid diff 2 GFP+ MAC1+ % 0.6.
`CCOC(=O)c1c(C)oc2ccc(NS(=O)(=O)c3cccs3)cc12` gave PMI inhibitors 3.4%, TNAP activators 0.8, LYP inhibition 13.1%, PMI inhibition 4.7%, M17LAP inhibition 1.3%, M1AAP inhibition 17.3%, XIAP displacement -1.3% and ER stress rescue -0.2%.
CCC(=O)Nc1ccc2c(c1)C(=O)N(C1CCCCC1)C2=O was read as PMI inhibitors 4.0%, TNAP activators 1.1, LYP inhibition 1.2%, PMI inhibition 0.2%, M17LAP inhibition -9.6%, M1AAP inhibition 0.2%, XIAP displacement 0.3%, Myeloid diff 2 inactive, ER stress rescue -2.3% and Myeloid diff 2 GFP+ MAC1+ % 1.0.
For O=C1CSC(c2cn(-c3ccccc3)nc2-c2cc3ccccc3oc2=O)N1Cc1cccnc1 (stereo not drawn) the results were PMI inhibitors -0.9%, TNAP activators 1.1, LYP inhibition -10.2%, PMI inhibition -4.5%, M17LAP inhibition 9.3%, M1AAP inhibition 0.6%, XIAP displacement -9.5%, Myeloid diff 2 inactive, ER stress rescue 8.7% and Myeloid diff 2 GFP+ MAC1+ % 0.7.
For Cc1cc(NS(=O)(=O)c2ccc(NC(=O)NC3CCCCC3)cc2)no1 the results were PMI inhibitors 9.0%, TNAP activators 1.1, LYP inhibition 3.8%, PMI inhibition 0.0%, M17LAP inhibition 5.8%, M1AAP inhibition 0.2%, XIAP displacement -0.1%, Myeloid diff 2 inactive and Myeloid diff 2 GFP+ MAC1+ % 1.0.
CCn1nnc(NC(=O)c2c(OC)cccc2OC)n1 was read as PMI inhibitors -7.4%, TNAP activators 1.1, LYP inhibition -2.3%, PMI inhibition -1.8%, M17LAP inhibition -7.1%, M1AAP inhibition 0.1%, XIAP displacement -1.9%, Myeloid diff 2 inactive, ER stress rescue 0.0% and Myeloid diff 2 GFP+ MAC1+ % 0.3.
Screening COC(C[C@H]1O[C@H]1[C@@H](O)[C@@H](C)OCc1ccccc1)OC returned LYP inhibition -10.7%, M17LAP inhibition -8.2%, M1AAP inhibition -0.9%, Myeloid diff 2 inactive and Myeloid diff 2 GFP+ MAC1+ % 1.7.
Screening O=C(Nc1ccccc1F)c1ccccc1-c1ccc(C(F)(F)F)cc1 returned PMI inhibitors 16.2%, TNAP activators 1.1, LYP inhibition -5.9%, PMI inhibition 13.3%, M17LAP inhibition 2.3%, M1AAP inhibition -1.8%, XIAP displacement -9.4%, Myeloid diff 2 inactive, ER stress rescue 7.3% and Myeloid diff 2 GFP+ MAC1+ % 1.7.
`CCCCCc1ccc(-c2ccc(/C=C/C(N)=O)cc2)nc1` gave PMI inhibitors 12.5%, TNAP activators 1, LYP inhibition -6.7%, PMI inhibition 1.5%, M17LAP inhibition 3.4%, M1AAP inhibition -0.6%, XIAP displacement -6.8%, Myeloid diff 2 active, ER stress rescue -0.4% and Myeloid diff 2 GFP+ MAC1+ % 1.8*.
CC(=O)CC(=O)Nc1ccc(Cl)cn1 was read as PMI inhibitors -5.2%, TNAP activators 1, LYP inhibition -5.7%, PMI inhibition 1.6%, M17LAP inhibition -8.6%, M1AAP inhibition -6.5%, XIAP displacement -7.8%, Myeloid diff 2 inactive, ER stress rescue -1.2% and Myeloid diff 2 GFP+ MAC1+ % 0.3.
For CCn1cc(CNC(=O)/C=C/c2cnn(C)c2)c(C)n1 the results were PMI inhibitors -1.7%, TNAP activators 1, LYP inhibition -0.2%, PMI inhibition 4.2%, M17LAP inhibition -7.7%, M1AAP inhibition 0.5%, XIAP displacement -0.5%, Myeloid diff 2 inactive, ER stress rescue -0.3% and Myeloid diff 2 GFP+ MAC1+ % 0.5.

Source: PubChem
